GCN5L2 inh: qHTS Assay for Inhibitors of GCN5L2 | AID 504327, 2011 | Potency, µM (highest dose often 58.9 µM), inactives show at the highest dose activity change, negative = inhibition, most hits filed as inhibitors | 0.21% of 390,000 active | GCN5L2 HAT assay, ThioGlo1 CoA-SH fluorescence
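Enzyme at 20nM final was mixed with library compounds for 15 min at room temperature. Peptide H3(1-25) at 75uM, acetyl-CoA at 70uM and ThioGlo1 at 50uM were then added. Plates were read immediately and after 20 min (Ex340nm/Em540nm).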
DT40 TDP1 CPT: qHTS for Inhibitors of human tyrosyl-DNA phosphodiesterase 1 (TDP1): qHTS in cells in presence of CPT; 12% of 420,000 active; AID 686979, 2013; Potency, µM (highest dose often 46.2 µM), without a hit: top-dose activity change, negative = growth inhibition, most hits filed as inhibitors; chicken DT40 Tdp1-/-;hTDP1 cells + 20 nM CPT, ATP luminescence, 48 h; note: nearly all actives have a fitted effect of over 55% in size
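Cell growth measured by CellTiter-Glo luminescence after a minimum 48 h, 37 C compound exposure with 20 nM CPT in Tdp1-knockout DT40 cells stably expressing hTDP1, seeded 400/well; qHTS titration format.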
FEN1 inhibitor: qHTS Assay for the Inhibitors of Human Flap endonuclease 1 (FEN1). P39748. Recombinant FEN1 flap cleavage, fluorescence, 15 min. Potency, µM (doses to about 114 µM), for inactives: at the highest dose activity change, negative = inhibition, usual class: inhibitors. 0.35% of 390,000 active. AID 588795, 2011; note: nearly all actives have a fitted effect of over 65% in size
Target sequence (P39748 whole entry, looked up): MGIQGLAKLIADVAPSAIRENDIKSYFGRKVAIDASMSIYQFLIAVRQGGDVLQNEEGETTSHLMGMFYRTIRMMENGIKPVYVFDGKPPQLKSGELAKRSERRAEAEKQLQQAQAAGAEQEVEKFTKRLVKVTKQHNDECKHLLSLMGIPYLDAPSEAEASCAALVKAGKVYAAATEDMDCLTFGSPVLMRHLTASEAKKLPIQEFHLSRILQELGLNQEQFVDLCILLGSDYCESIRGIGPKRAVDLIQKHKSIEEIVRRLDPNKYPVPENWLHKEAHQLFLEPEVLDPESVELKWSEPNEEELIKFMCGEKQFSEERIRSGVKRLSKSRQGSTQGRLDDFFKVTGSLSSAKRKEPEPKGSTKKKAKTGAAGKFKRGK
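FEN1 at 10 nM preincubated with compounds 15 min at room temperature, then flap DNA substrate added at 50 nM final. Signal read at 0 and 15 min; concentration-response fitted with four-parameter Hill equation.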
* hit, by the source's call; ? = inconclusive; / = no result given; & = joins results of further samples; [ ] = dose if it differs, or a comment. Calls come from the whole dose curve; as a rule, active = well fitted curve in the direction sought with a large enough effect; inconclusive = small, poorly fitted or top-dose-only effect, or another doubt; inactive = no such curve, though single readings can be large; an effect the other way counts as inactive or inconclusive. % is set by controls: 0 for no effect and ±100 for the full control effect; potency is the fitted concentration of half-maximal effect. A portion of the library (hit frequency here may not be typical).

SMILES | GCN5L2 inh | DT40 TDP1 CPT | FEN1 inhibitor
COc1ccc(C(C(=O)NCCC(C)C)N(CCCO)C(=O)c2snc(C(N)=O)c2N)cc1OC (stereo not given) | -7% | -1% | 12%
O=C(CCNC(=O)c1ccc(Cl)cc1)NCc1cccc(C(F)(F)F)c1 | 2% | -24% | 0%
CS(=O)(=O)c1cccc(C(=O)N(CCc2ccccc2)Cc2cccs2)c1 | -11% | ? | -5%
CC(=O)c1ccc(NC(=O)CN2C(=O)/C(=C/C=C/c3ccccc3)SC2=S)cc1 | -3% | -10% | 1%
CCOC(=O)c1ccccc1NC(=O)COc1coc(CN2CCc3ccccc32)cc1=O | -26% | ? | -8%
Cc1cc(-c2ccc(S(=O)(=O)Nc3cccc(Cl)c3C)cc2)on1 | -4% | 6.5µM* | -17%
COC(=O)Cc1ccc(Oc2ncc(C(F)(F)F)cc2Cl)cc1 | 2% | -15% | -17%
Cn1nc(-c2ccccc2)c(CO)c1Oc1cccc(C(F)(F)F)c1 | -6% | ? | -6%
COCCOC(=O)c1c(C)n(C)c2ccc(OC(=O)c3c(OC)cccc3OC)cc12 | -16% | ? | 1%
CCCCNC(=O)c1ccc2c(c1)ncn2-c1cc(OC)ccc1OC | 12% | ? | 14%
O=C(c1cc(F)ccc1F)C1CCCN(C(=O)c2ccco2)C1 (stereo not given) | -1% | 19% | -8%
Brc1ccc(/C=N/Nc2ccccc2)cc1 | -7% | ? | -7%
COc1ccc(OC)c(Nc2cc(C)c3ccccc3n2)c1 | -6% | ? | -2%
COc1ccc(C(CC(=O)N2CCCCC2)NC(=O)C(F)(F)F)cc1 (stereo not given) | -8% | -10% | 3%
COc1ccc(C(=O)N/N=C/c2ccc3cccc(OCc4ccccc4)c3n2)cc1 | ? | ? | -2%
CC(=O)c1ccc(OCC(=O)NC2CCCN(Cc3ccccc3F)C2)cc1 (stereo not given) | -14% | -6% | -8%
CC(=O)c1cccc(NC(=O)CCn2c(=S)oc3ccccc32)c1 | -7% | 5% | -19%
CC(Oc1ccc2c(-c3ccccc3)cc(=O)oc2c1)C(=O)NCC1CCC(C(=O)O)CC1 (stereo not given) | -6%&-1% | -6%&-21% | -8%&-1%
CCC(C)(C)c1ccc(Oc2ccc(N)cc2)cc1 | -10% | -11% | -18%
N#Cc1nc(COc2ccccc2)oc1N1CCC(Cc2ccccc2)CC1 | -7% | ? | -12%
COCc1cc(C)[nH]c(=O)c1C#N | -5% | -4% | -1%
O=C1C(Cl)=C(N2CCOCC2)C(=O)N1CCc1ccccc1 | 3% | -2% | -6%
CCN1CCN(CC(=O)Nc2cc(C(F)(F)F)ccc2OCCOC)CC1 | -15% | -13% | 11%
COc1ccc(C2CC(c3cccs3)=Nc3ccccc3S2)cc1OC (stereo not given) | -1% | ? | -13%
COc1ccc(N2CCOCC2)c(NC(=O)c2cccs2)c1 | -3% | ? | 7%
(continued)
SMILES | GCN5L2 inh | DT40 TDP1 CPT | FEN1 inhibitor
CC(=O)c1sccc1NC(=O)c1ccccc1C(=O)O | -10% | 17% | 1%
Cn1c2c(c3cnc4cc(Cl)ccc4c31)CN(Cc1ccc(Cl)cc1)CC2 | / | 7.9µM* | -1%
COc1ccc2[nH]c(C(=O)N3CCNCC3)cc2c1OC | -1% | 11% | 9%
CC(=O)Nc1cc2c(=O)n(Cc3ccccc3)c(C)nc2cc1N1CCOCC1 | 1% | -21% | -7%
CSC(=NC#N)N1CCN(C(c2ccccc2)c2ccccc2)CC1 | -5% | ? | -15%
CCN(CCn1cccn1)C(=O)c1cc(COc2cc(C)ccc2C)on1 | 0% | 18µM* | -18%
CN(Cc1ccco1)S(=O)(=O)c1ccc2c(c1)CCN2C(=O)CCC(=O)O | 1% | 2% | -4%
N#Cc1ccc(COc2ccc(CCO)cc2-n2nc3ccccc3n2)cc1 | -7% | ? | 1%
COCCNC(=O)c1cc2ncc(Br)cn2n1 | -7% | -19% | 4%
O=C1CCN(C(=O)Nc2cccc(Cl)c2)N1 | -9% | -5% | 0%
Cc1cccc(C(=O)Nc2cccc(C(=O)N3CCOCC3)c2)c1 | -1% | -2% | 1%
CCOC(=O)Cn1c(=O)n(CC(=O)OCC)c2ccccc21 | -21% | -9% | 6%
Brc1ccc(-c2nc3ncccn3c2Nc2ccc3c(c2)OCCO3)o1 | -5% | -25% | -18%
CCN(C(=O)CN1CCCCC1C)c1c(N)n(Cc2ccccc2)c(=O)[nH]c1=O (stereo not given) | 2% | 7% | -16%
CCC1CCCCN1CCCNC(=O)C1CCCN(S(=O)(=O)N2CC(C)CC(C)C2)C1 (stereo not given) | 0% | 0% | 0%
COc1cc(C#N)ccc1OCC(=O)Nc1ccc(C)c(S(=O)(=O)N2CCOCC2)c1 | -9% | ? | 1%
CCN(CC)CCCNC(=O)Cn1nc(-c2ccccc2)ccc1=O | -4% | -5% | -2%
CCN(CC)C(=O)CSc1nnc(-c2ccccc2)o1 | -5% | 8% | -2%
N#Cc1cnn2c(-c3cccc([N+](=O)[O-])c3)ccnc12 | -4% | 3% | -15%
O=C(O)C1CC=CCC1C(=O)Nc1ccccc1 (stereo not given) | -5% | 12% | -3%
O=C1CCNc2c(Cl)cc(Cl)cc21 | -8% | -4% | -3%
CN(CC(=O)Nc1ccccc1N1CCOCC1)S(=O)(=O)c1ccc(F)cc1 | ? | 18µM* | 5%
COc1ccccc1C(=O)CN1C(=O)NC2(CCCCCC2)C1=O | -8% | -19% | 11%
CC(=O)Nc1ccc(NC(=O)C2CCN(C(=O)C3CC(=O)N(c4ccc(C)cc4)C3)CC2)cc1 (stereo not given) | -6% | -7% | 9%
Cc1cccc(NC(=O)C2CCCN(S(=O)(=O)c3c(C)nn(C)c3C)C2)c1 (stereo not given) | / | ? | -2%

Profiles as entered above.
COc1ccc(C2CC(c3cccs3)=Nc3ccccc3S2)cc1OC (stereo not given) in the list: GCN5L2 inh: -1%; DT40 TDP1 CPT: ?; FEN1 inhibitor: -13%
N#Cc1cnn2c(-c3cccc([N+](=O)[O-])c3)ccnc12 in the list: GCN5L2 inh: -4%; DT40 TDP1 CPT: 3%; FEN1 inhibitor: -15%
CCN1CCN(CC(=O)Nc2cc(C(F)(F)F)ccc2OCCOC)CC1 in the list: GCN5L2 inh: -15%; DT40 TDP1 CPT: -13%; FEN1 inhibitor: 11%

The list continues.
SMILES | GCN5L2 inh | DT40 TDP1 CPT | FEN1 inhibitor
CC(C)CCn1c(SCc2c(F)cccc2Cl)nc2ccsc2c1=O | -5% | -24% | 17%
COc1ccc(-c2nnc(SCC3CCCO3)n2C)cc1 (stereo not given) | 2% | 5% | -3%
CC(=O)n1cc([C@H]2C=C(C(=O)NCc3ccccc3)O[C@@H](OCc3ccc(CO)cc3)C2)c2ccccc21 | 0% | 5.8µM* | -14%
COc1ccc([N+](=O)[O-])cc1/C=N/Nc1nn[nH]n1 | 8% | ? | 3%
O=C1c2cc(F)ccc2-n2c1nc1ccccc1c2=O | -19% | 0.21µM* | 6%
C=CCOC(=O)/C(=C/c1cccnc1)NC(=O)c1ccccc1 | 1% | 8% | -5%
CCOc1ccc(C2c3[nH]c4ccccc4c3C[C@H]3C(=O)N(C4CCN(Cc5ccccc5)CC4)CC(=O)N23)cc1OC (stereo not given in full) | -16% | ? | 9%
CCOC(=O)N1CCC(N2C(=O)c3ccccc3C2Nc2ccc(Cl)cn2)CC1 (stereo not given) | 0% | ? | 12%
CCC(=O)c1ccc(OCC(=O)NC2CCCC2)cc1 | 1% | -13% | -3%
Cc1ccccc1OCCn1cc(C(=O)O)c2ccccc21 | 1% | 13% | 9%
CCCCS(=O)Cc1ccccc1 (stereo not given) | -4% | 6% | -2%
COc1ccc(-c2cn3cc(C(=O)NN)ccc3n2)cc1 | -12% | ? | 2%
CCNC(=S)Nc1cc(Cl)ccc1Oc1ccccc1 | -2% | 2% | -5%
CCN(C(=O)c1cccs1)c1nc(-c2ccc(OC)cc2)cs1 | -6% | -3% | -1%
COc1cc(OC)cc(C(=O)NC(=S)Nc2cc3oc4ccccc4c3cc2OC)c1 | -4% | -16% | -10%
Cc1ccc(SCC(=O)Nc2cccc(NC(=O)c3ccco3)c2)cc1 | -7% | -22% | 9%
Cc1ccc(NC(=O)c2sccc2-n2cccc2)c(C)c1 | -23% | 21µM* | -8%
CC(C)Cc1ccc(C(C)/C=C2/CCC(CN3CCCCC3)C2=O)cc1 (stereo not given) | / | 2.9µM* | -20%
Nc1nnnn1/N=C/c1ccc(N2CCCCC2)c([N+](=O)[O-])c1 | -1% | 21µM* | 0%
Cc1cc(NC(=O)CCN2C(=O)C3C4C=CC(C4)C3C2=O)ccc1Br (stereo not given) | -8% | 4% | -2%
Cc1cc(C)n(C(=O)c2ccc([N+](=O)[O-])c(Cl)c2)n1 | -14% | -1% | 6%
O=C(COc1ccc(Cl)cc1Cl)NCCCNC(=O)c1cnccn1 | -2% | 3% | 2%
O=C1C=C(c2ccccc2)CO1 | / | -6% | -3%
Cc1nn(C)c2c1c(-c1ccccc1)cc(=O)n2CC(=O)NC(C)C | -1% | -16% | 19%
COc1ccc(Cl)cc1CNCCSc1nnnn1C | 0% | 3% | 13%

Compounds listed so far containing a furan ring, fused or not:
SMILES | GCN5L2 inh | DT40 TDP1 CPT | FEN1 inhibitor
O=C(c1cc(F)ccc1F)C1CCCN(C(=O)c2ccco2)C1 (stereo not given) | -1% | 19% | -8%
CN(Cc1ccco1)S(=O)(=O)c1ccc2c(c1)CCN2C(=O)CCC(=O)O | 1% | 2% | -4%
Brc1ccc(-c2nc3ncccn3c2Nc2ccc3c(c2)OCCO3)o1 | -5% | -25% | -18%
COc1cc(OC)cc(C(=O)NC(=S)Nc2cc3oc4ccccc4c3cc2OC)c1 | -4% | -16% | -10%
Cc1ccc(SCC(=O)Nc2cccc(NC(=O)c3ccco3)c2)cc1 | -7% | -22% | 9%

Next entries follow.
SMILES | GCN5L2 inh | DT40 TDP1 CPT | FEN1 inhibitor
CCOC(=O)N1CCC(NC(=O)c2cc(COc3c(C)cccc3C)on2)CC1 | -13% | ? | -4%
COc1ccc(CC(=O)Nc2cc(=O)n(C)c(=O)n2C)cc1OC | 1% | -20% | 2%
COc1cccc(CN(C)C(=O)c2cc(S(=O)(=O)NCc3ccccc3)ccc2C)c1OC | -2% | ? | -12%
CN(CCCNC(=O)Cn1cc2c(n1)CCCC2)C1CCCCC1 | -8% | 4% | 5%
Cc1ccccc1NC(=O)Cn1c(=O)n(Cc2ccccc2)c(=O)c2sc3ccccc3c21 | -1% | -4% | 0%
CC/C(=N/NC(=O)CNc1ccc(Cl)cc1C)c1ccccc1 | 2% | 8% | -3%
CC1CC(C)CN(CCCn2c(=S)[nH]c3ccccc3c2=O)C1 (stereo not given) | 0%[0.501 µM] | ? | -3%
OC1C[N+]2(CCCCC2)C1 | -8% | -14% | -2%
CCCC1S/C(=N/N=C/c2ccc(OC)cc2)N(Cc2ccccc2)C1=O (stereo not given) | -11% | -28% | -19%
O=C(NC12CC3CC(CC(C3)C1)C2)c1cccnc1 | -6% | -1% | -11%
NC1=NC(=O)/C(=C/c2cn(CCC(=O)O)nc2-c2ccc(Cl)cc2)S1 | -3% | -17% | -17%
Cc1cc(C)cc(N(CC(=O)NC2CCCC2)C(=O)C2(C)CC(=O)N=C3C=CC=CN32)c1 (stereo not given) | 3% | -3% | -1%
CCOc1nc(-c2ccc(OC)cc2)ccc1-c1noc(-c2cc(OC)c(OC)c(OC)c2)n1 | -5% | 5.2µM* | -4%
CCCn1c(CCC(=O)O)nc2cc(S(N)(=O)=O)ccc21 | 0% | 15% | -1%
O=c1ccc2cc(S(=O)(=O)N3CCN(c4ccccc4)CC3)ccc2[nH]1 | ? | 0% | 1%
CCOC(=O)CCc1c(C)c(C#N)c2nc3ccccc3n2c1-n1cnc2ccccc21 | 0% | -20% | -7%
COC(=O)c1nn(-c2ccc(OC)cc2)ccc1=O | 9% | 7% | -11%
CC1(C)Cc2cccc(OCC(=O)N3CCN(c4ccccc4)CC3)c2O1 | -3% | 1% | -9%
CN(C)CCNC(=O)CCCn1c(=O)c2cccn2c2ccccc21 | -14% | 15% | 14%
C[C@H](O)[C@@]1(O)CC[C@H]2[C@@H]3CC[C@@H]4C[C@H](O)CC[C@]4(C)[C@H]3CC[C@@]21C | / | ? | 0%
CC1(C)CC(=O)C=C(NCCN2CCN(C(=S)Nc3ccccc3)CC2)C1 | 0% | 1% | 8%
Cc1ccc(N2C(=O)CS(=O)(=O)C23C(=O)Nc2ccccc23)cc1C (stereo not given) | -1% | -10% | 10%
Cc1cccc(NC(=S)N(c2ccccc2)C(C)C)c1C | -2% | ? | 9%
O=[N+]([O-])c1cccnc1SCc1ccccc1 | -3% | -17% | 7%
COc1cc(NC(=O)Cn2ncc(Cl)c(Cl)c2=O)c(C)cc1[N+](=O)[O-] | -11% | 2.9µM* | -5%
CN1CCN(S(=O)(=O)c2cccc(C(=O)Nc3cc(C(F)(F)F)ccc3N3CCCCC3)c2)CC1 | -5% | ? | -7%

Assay outcomes as filed in PubChem.
